S3 lipid droplet = qHTS Assay for Lipid Storage Modulators in Drosophila S3 Cells; Drosophila S3 cells, BODIPY lipid droplet fluorescence, 18-24 h; cells fed with added oleic acid; lipid storage change, negative = inhibition, % at the top dose, mostly 46.1 µM; hits show Potency in µM; actives 0.64% (n = 320,000); AID 2685; active = well fitted inhibition curve with a large enough effect in the signal ratio, with a control signal flat, not every such curve was filed as active; inconclusive = small, poorly fitted or top-dose-only effect, or effect the other way, or a change in a side signal; the % refers to the signal ratio
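Drosophila S3 cells loaded with oleic acid (400 uM, as added) and compounds at several concentrations; lipid droplets imaged by 488-nm laser-scanning cytometry, 500–530 nm intensity and object ratio to cell channel. Percent activity normalized to 20 uM Triacsin C.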
S3 lipid droplet cell count max = recorded beside S3 lipid droplet, whose call it bears; cell number change, %; measured here: cell count max response;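 cells counted by Cell Tracker Red CMTPX staining in the red channel; peak over a dose series mostly up to 46.1 µM; percent activity relative to internal control wells on each plate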
Starred values were filed as active, the others as inactive; i = inactive; u = inconclusive; x = no result given; [ ] = another dose, or the depositor's remark. % is scaled to controls: 0 for no effect and ±100 for the full control effect; potency is read from the fitted curve at half-maximal effect.

SMILES	S3 lipid droplet	S3 lipid droplet cell count max
O=C(N/N=C/C=C\c1ccccc1[N+](=O)[O-])c1ccco1	u	x
CCCc1ncc(CN2CCC(C(=O)Nc3cccc(-c4cscn4)c3)CC2)cn1	i	-17
O=C(CSc1nnc(-c2ccccc2)n1Cc1ccco1)Nc1ccc(S(=O)(=O)N2CCCC2)cc1	-10%	-2
CC(C)(C)NC(=O)/C=C/c1cccc(C(F)(F)F)c1	24%	-3
CCOC(=O)c1c(C)[nH]c(C(=O)/C(C#N)=C/c2ccc(OC)c(OC)c2)c1C	u	x
COc1cc(C2/C(=C(\O)c3ccc4c(c3)CC(C)O4)C(=O)C(=O)N2CCCn2ccnc2)cc(OC)c1OC (stereo not drawn)	i	-18
CCOC(=O)c1cnc2c(C(F)(F)F)cccc2c1NCCCN1CCOCC1	u	x
c1ccc(-c2csc(-c3ccc(-c4csnn4)cc3)n2)cc1	u	x
CC(C)CC(=O)Nc1c2c(nn1-c1cccc(Cl)c1)CS(=O)(=O)C2	13%	-2
CCC1Oc2ccc(C)cc2N(CC(=O)NCc2ccco2)C1=O (stereo not drawn)	u	x
O=C(N/N=C/c1cccc2ccccc12)c1n[nH]c2c1CCCC2	u	x
Cc1ccc(NC(=O)Nc2ccc(C(=O)N3CCOCC3)cc2)cc1	i	-10
Cc1cc(N2C(=O)CC(N3CCN(C(c4ccccc4)c4ccccc4)CC3)C2=O)no1 (stereo not drawn)	u	x
COc1cccc(Nc2ncnc3sccc23)c1	u	x
Cc1ccc(NC(=O)C2CCCN2S(=O)(=O)c2ccc(-c3ccc(=O)[nH]n3)s2)c(C)c1 (stereo not drawn)	i	10
C=CCNC(=O)COc1ccccc1C#N	19%	x
O=C(COc1ccc([N+](=O)[O-])cc1)Nc1ccncc1	u	x
O=C(NC1CC2CCCC(C1)N2S(=O)(=O)c1ccccc1)c1ccco1 (stereo not drawn)	-16%	-10
Cc1ccc(/C=N/n2c(C)nnc2C)s1	-2%	0
c1cn(C23CC4CC(CC(C4)C2)C3)cn1	u	x
Clc1cccc(Cl)c1C1Nc2cccc3cccc(c23)N1	u	x
O=C(/C=N/O)Nc1ccc(F)cc1	u	x
CN(C)S(=O)(=O)n1cc(/C=C(\NC(=O)c2ccccc2F)C(=O)NCCCn2ccnc2)c2ccccc21	2%	4
CCCNC(=O)COc1coc(CN2CCN(C(=O)c3ccco3)CC2)cc1=O	-30%[0.0737 µM]	-10
CS(=O)(=O)c1ccc(Cl)c(NC(=O)CSc2nncn2-c2ccccc2)c1	i	8

More results follow.
SMILES	S3 lipid droplet	S3 lipid droplet cell count max
Cc1ccc(S(=O)(=O)NC2c3cccc4cccc(c34)C2Sc2n[nH]c(N)n2)cc1 (stereo not drawn)	-9%	-15
CC1CCCN(C(=O)C2CCN(S(=O)(=O)c3cccc4cccnc34)CC2)C1 (stereo not drawn)	u	x
NC(=O)CN1CCOCCOCCN(CC(N)=O)CCOCCOCC1	-2%	-3
O=C(Cc1ccccc1)NS(=O)(=O)c1ccc(N=NN2CCOCC2)cc1	0%	-7
O=C(Cn1ncc2c3ccccc3n(Cc3ccccc3)c2c1=O)NCCN1CCOCC1	u	x
NS(=O)(=O)c1ccc(NC(=O)COc2ccc(C(=O)c3ccc(F)cc3)cc2)cc1	3%	3
COc1ccc(NC(=O)CC2C(=O)N(c3ccc(OC)cc3)C(=O)N2CCN2CCN(C)CC2)cc1 (stereo not drawn)	u	x
O=c1/c(=C/c2ccc(O)cc2)sc2nc3cc(Br)cnc3n12	-18%	3
COc1ccc(/C=N/NC(=O)CN(C2=NS(=O)(=O)c3ccccc32)c2ccccc2)cc1OC	u	x
COC(=O)Cc1cc(=O)n(-c2nc3ccccc3s2)[nH]1	u	x
O=C(CSc1cn[nH]n1)Nc1ccccc1C(=O)O	u	x
CC(Sc1nnc(-c2ccc(Cl)cc2Cl)n1Cc1ccccc1)C(=O)Nc1nccs1 (stereo not drawn)	-18%	9
Cc1ccc(S(=O)(=O)N(Cc2ccccc2Cl)C(=O)N2CCN(C)CC2)cc1	4%	0
CCNc1nc(NCC)n2c(SC(C(=O)Nc3cc(C)ccc3C)c3ccccc3)nnc2n1 (stereo not drawn)	u	x
Cc1cc2nc(SCCOC(=O)Nc3cccc(Cl)c3)nc(C)c2cc1C	u	x
COc1cccc(C(=O)O/N=C(\N)c2ccccn2)c1OC	10%	6
CC(=O)Nc1ccc(S(=O)(=O)Nc2nc3ccccc3nc2Nc2ccc3ccccc3c2)cc1	13%	0
CCCC(=O)Nc1cc(C)c(NC(=O)C23CC4CC(CC(C4)C2)C3)cn1	u	x
O=[N+]([O-])c1cccnc1N1CCN(c2ccccc2F)CC1	u	x
O=C1OCCC1Sc1nnc(-c2ccc(O)cc2)o1 (stereo not drawn)	14%	-10
COc1cc(/C=C2/NC(=O)N(c3cccc(Cl)c3)C2=O)ccc1O	-3%	-2
COc1cccc(OCC(=O)NNC(=O)Cc2cccs2)c1	5%	x
CC(=O)Nc1nc2cc(C(N)=O)ccc2s1	u	x
CCOC(=O)N1CCN(C(=O)CC(C(=O)N2CCc3ccccc32)n2ccnc2)CC1 (stereo not drawn)	-28%	2
Cc1ccc(-c2csc3ncnc(NCCN4CCOCC4)c23)cc1	u	x

(listing goes on)
SMILES	S3 lipid droplet	S3 lipid droplet cell count max
CC1(C)C=C(c2ccc(C=O)s2)CC(C)(C)N1C=O	6%	x
CSc1ccc(/C=C/c2cc(=O)c3ccccc3[nH]2)cc1	5%	4
NC(=O)CNC(=O)[C@@H]1CC2(CC(c3cccc(Br)c3)=NO2)CN1C(=O)c1ccc(Br)cc1 (stereo partly drawn)	-10%	14
Cc1ccc(S(=O)(=O)CCC(=O)OCC(=O)N2c3ccccc3CC2C)cc1 (stereo not drawn)	14%	x
COc1ccc(N2CCN(C(=O)CCCn3nnnc3CN3CCOCC3)C(C)C2)cc1 (stereo not drawn)	1%	x
O=C(COc1ccccc1)N1CCN(c2ccccc2)CC1	6%	9
CCCN1C(=O)/C(=C2\SC(N3CCCCC3)=NC2=O)c2ccccc21	u	x
CNC(=O)COC(=O)c1ccc(Cl)c(S(N)(=O)=O)c1	-9%	-7
Cn1cc(CN2CCC(C(=O)Nc3ccc(Oc4ccccc4F)cc3)CC2)cn1	-12%	-11
O=C(C1CCN(c2nnc(-n3cccc3)s2)CC1)N1CCCCC1	i	x
CCOC(=O)C1(Cc2ccccc2C(F)(F)F)CCN(C2CCN(C(C)=O)CC2)CC1	6%	11
O=C(c1cc(-c2ccccc2Cl)nc2ccccc12)N1CCOCC1	u	x
O=C(Cc1c[nH]c2ccccc12)N/N=C/c1ccc(F)cc1	9%	-1
CC1CCCN(C(=O)COC(=O)CNC(=O)c2ccc(Br)cc2)C1 (stereo not drawn)	u	x
CCn1c2ccccc2c2cc(NC(=O)C(=O)NCC3CCCO3)ccc21 (stereo not drawn)	-2%	6
CC(=O)Nc1ccc(S(=O)(=O)N2CCSC2c2ccc(C)cc2)cc1 (stereo not drawn)	u	x
COC(=O)c1[nH]c2cccc(C)c2c1NC(=O)CN1CCN(c2ccccc2OC)CC1	u	x
Cc1cc(C(=O)N2CCC(Cc3ccccc3)CC2)ccc1[N+](=O)[O-]	10%	x
CCN1C(=O)N[C@@H](CCc2ccccc2)[C@@H](C(=O)OC)[C@H]1C	u	x
O=C(CSc1nnc(-c2ccccc2O)o1)Oc1ccc(OCc2ccccc2)cc1	-2%	-7
COc1ccc(N(C(=O)c2cnccn2)C(C(=O)NC2CCCCC2)c2ccccc2)cc1 (stereo not drawn)	u	x
Cc1onc(-c2ccccc2)c1C1=N/C(=C\c2ccccc2F)C(=O)O1	u	x
COc1cccc(CC(=O)Nc2cc(S(=O)(=O)N3CCOCC3)ccc2OC)c1	u	x
CCOc1ncccc1C(=O)Nc1cccc(C(=O)Nc2cccc(S(=O)(=O)CCO)c2)c1	0%	-9
Cc1oc(-c2ccccc2)nc1CS(=O)CC(=O)N1CCc2ccccc2C1 (stereo not drawn)	u	x

More results.
SMILES	S3 lipid droplet	S3 lipid droplet cell count max
COc1ccc(C)cc1NC(=O)CCNS(=O)(=O)c1ccc2c(c1)CC(C)N2C(C)=O (stereo not drawn)	-2%	24
O=C1NCCc2c1[nH]c1c(Cl)ccc(Cl)c21	u	x
C=CCn1c(COc2ccc3c(c2)CCCC3)nnc1SCC(=O)Nc1cccc(SC)c1	u	x
O=C(CSc1nnc(-c2ccccc2)o1)NC1CCS(=O)(=O)C1 (stereo not drawn)	8%	7
CCOC(=O)C1CCN(c2nc3ccccc3nc2C(C#N)C(=O)NCCc2ccccc2)CC1 (stereo not drawn)	u	x
Cc1ccc(C(=O)OCC(=O)NCC2CCCO2)c(C)c1 (stereo not drawn)	u	x
CCOc1ccc(Br)cc1S(=O)(=O)Nc1cccc(S(=O)(=O)N(C)C)c1	u	x
CCCCN(CC)CCCNC(=O)c1cc2c(=O)n(CC)c3ccccc3c2s1	11%	4
COc1ccc(CNCc2cccc(OC)c2OC)cc1Br	u	x
Fc1cccc(Cl)c1CSc1nnc(CN2CCOCC2)n1-c1ccccc1	u	x
CC(C(=O)c1ccc(-c2ccccc2)cc1)[n+]1ccccc1 (stereo not drawn)	-14%	-13
CC(C)(C)c1ccc(CNC(=O)c2ccc3c(c2)NC(=O)CO3)cc1	8%	-1
CCn1c(SCC(=O)Nc2ccc(C)cc2)nnc1-c1ccccn1	u	x
COc1ccc2[nH]c(=O)c(CNc3ccccc3)cc2c1	u	x
CCN(Cc1ccccc1)C(=O)c1cc(S(=O)(=O)N2CCOCC2)cn1C	u	x
Cc1[nH]c(C)c(S(=O)(=O)N(C)Cc2ccccc2)c1C(=O)N1CCCCC1	u	x
CCn1c(COc2ccc3ccccc3c2C)nnc1SCC(=O)Nc1cccc(C(=O)O)c1	u	x
CCCCCCCCS(=O)C1CCS(=O)(=O)C1 (stereo not drawn)	8%	20
Cc1cc(=O)oc2c3c(ccc12)OC/C3=N/N	u	x
O=c1sc(Nc2ccccc2)nc2ccsc12	u	x
COc1ccc(C(=O)N/N=C/C(C)c2ccccc2)cc1OC (stereo not drawn)	u	x
COC(=O)C1CCN(C(=O)COC(=O)Cc2c[nH]c3ccccc23)CC1	u	x
CC1=C(C(=O)N2CCOCC2)C(c2ccccc2F)C2=C(CCCC2=O)N1 (stereo not drawn)	u	x
Cc1cccc(C(C(N)=O)c2ncc(C(F)(F)F)cc2Cl)c1 (stereo not drawn)	0%	12
COc1ccc(NC(=S)N(C)CC2COc3ccccc3O2)cc1 (stereo not drawn)	22%	x

17 of the compounds above, comma-delimited.
Structure,S3 lipid droplet,S3 lipid droplet cell count max
C=CCn1c(COc2ccc3c(c2)CCCC3)nnc1SCC(=O)Nc1cccc(SC)c1,u,x
O=C(CSc1nnc(-c2ccccc2)o1)NC1CCS(=O)(=O)C1 (stereo not drawn),8%,7
CCOC(=O)C1CCN(c2nc3ccccc3nc2C(C#N)C(=O)NCCc2ccccc2)CC1 (stereo not drawn),u,x
Cc1ccc(C(=O)OCC(=O)NCC2CCCO2)c(C)c1 (stereo not drawn),u,x
CCOc1ccc(Br)cc1S(=O)(=O)Nc1cccc(S(=O)(=O)N(C)C)c1,u,x
CCCCN(CC)CCCNC(=O)c1cc2c(=O)n(CC)c3ccccc3c2s1,11%,4
COc1ccc(CNCc2cccc(OC)c2OC)cc1Br,u,x
Fc1cccc(Cl)c1CSc1nnc(CN2CCOCC2)n1-c1ccccc1,u,x
CC(C(=O)c1ccc(-c2ccccc2)cc1)[n+]1ccccc1 (stereo not drawn),-14%,-13
CC(C)(C)c1ccc(CNC(=O)c2ccc3c(c2)NC(=O)CO3)cc1,8%,-1
CCn1c(SCC(=O)Nc2ccc(C)cc2)nnc1-c1ccccn1,u,x
COc1ccc2[nH]c(=O)c(CNc3ccccc3)cc2c1,u,x
CCN(Cc1ccccc1)C(=O)c1cc(S(=O)(=O)N2CCOCC2)cn1C,u,x
Cc1[nH]c(C)c(S(=O)(=O)N(C)Cc2ccccc2)c1C(=O)N1CCCCC1,u,x
CCn1c(COc2ccc3ccccc3c2C)nnc1SCC(=O)Nc1cccc(C(=O)O)c1,u,x
CCCCCCCCS(=O)C1CCS(=O)(=O)C1 (stereo not drawn),8%,20
Cc1cc(=O)oc2c3c(ccc12)OC/C3=N/N,u,x

(cont.)
SMILES	S3 lipid droplet	S3 lipid droplet cell count max
C=CCn1c(SCc2csc(C)n2)nc2sc3c(c2c1=O)CCC(C)C3 (stereo not drawn)	-17%	-9
CCOc1cc(S(=O)(=O)N2CC=C(c3ccc(F)cc3)CC2)c(OCC)cc1-n1cnnn1	-13%	6
O=C(C1CCN(S(=O)(=O)c2ccc(Cl)cc2)CC1)N1CCCC1	u	x
COc1cccc(OCCNc2cc(Cl)ccc2[N+](=O)[O-])c1	i	x
COc1ccc(C(=O)CC(Nc2ccc([N+](=O)[O-])cc2)c2ccc(Cl)cc2)cc1 (stereo not drawn)	u	x
Cc1cc(N2CCN(C)CC2)nc2ccc(NC(=S)N3CCCCC3)cc12	u	x
CCc1nnc(NC(=O)Cc2ccc(S(=O)(=O)N3CCCCC3)cc2)s1	u	x
CCn1cc(CCC(=O)O)c(C)n1	u	x
COc1cccc(N2CCN(c3nc(C)cc(C)c3C#N)CC2)c1	12%	-1
Cc1nn(CC(=O)NCc2cccc3ccccc23)c(=O)c2ccccc12	1%	x
O=C(Nc1nccs1)c1ccc(F)c(S(=O)(=O)N2CCOCC2)c1	-20%	-5
O=C(NC1=NCCS1)c1ccncc1	0%	0
Cc1ccc[n+](-c2[nH]c(=O)sc2/C=N/N=C(\[O-])CCn2c3ccccc3c3ccccc32)c1	-3%	9
O=C(COc1ccccc1)Nc1c2c(nn1-c1ccc(F)cc1)CS(=O)(=O)C2	u	x

From PubChem BioAssay

Some of the compounds tested; count on the stated rates, not on these rows.
